Bioassay records (PubChem)
FBW7 activator: activators of human E3 ligase FBW7; normalized activity (activation), % at 26.1 µM; actives 0.13% (n = 650,000); Q969H0; AID 1259310; AlphaScreen FBW7–phospho-cyclin E peptide binding, activator screen; in the data active = normalized activity above about 1.9%;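 also: purified mutant Fbw7 with reduced substrate affinity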
Target sequence (Q969H0 whole entry, looked up): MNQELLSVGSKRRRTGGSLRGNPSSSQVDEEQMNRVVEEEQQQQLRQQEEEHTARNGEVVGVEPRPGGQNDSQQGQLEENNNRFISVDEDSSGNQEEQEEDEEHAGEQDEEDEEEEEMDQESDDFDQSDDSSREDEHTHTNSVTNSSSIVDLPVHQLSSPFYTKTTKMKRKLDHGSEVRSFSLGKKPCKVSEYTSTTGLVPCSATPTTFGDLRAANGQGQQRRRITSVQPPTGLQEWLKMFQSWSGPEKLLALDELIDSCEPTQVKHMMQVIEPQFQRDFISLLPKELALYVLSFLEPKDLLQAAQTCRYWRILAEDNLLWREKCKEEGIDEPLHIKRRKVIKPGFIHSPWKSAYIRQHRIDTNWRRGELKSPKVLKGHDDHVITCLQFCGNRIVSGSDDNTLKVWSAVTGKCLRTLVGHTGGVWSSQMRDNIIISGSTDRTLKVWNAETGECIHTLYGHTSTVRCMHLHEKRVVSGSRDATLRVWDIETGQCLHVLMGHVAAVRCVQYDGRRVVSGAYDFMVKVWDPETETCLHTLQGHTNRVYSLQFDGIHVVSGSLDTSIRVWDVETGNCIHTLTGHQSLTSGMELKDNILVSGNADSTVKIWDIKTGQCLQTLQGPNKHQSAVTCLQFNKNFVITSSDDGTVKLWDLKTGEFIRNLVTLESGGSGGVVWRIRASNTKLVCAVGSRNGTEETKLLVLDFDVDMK
MITF inh: human MITF inhibition, primary screen; O75030; AlphaScreen MITF homodimerization, bead proximity signal; inhibition, % at 2.6 µM; actives 0.91% (n = 650,000); in the data active = inhibition above about 50%;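 also: 0% = vehicle wells with protein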
TEAD-YAP inh: TEAD-YAP interaction inhibition. actives 1.4% (n = 640,000). inhibition, % at 9.12 µM. HEK-TIYL cells, TEAD-Gal4/YAP UAS-luciferase luminescence; in the data active = inhibition above about 32%;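 also: 0% = median of test compound wells and 100% = reference inhibitor wells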
GPR151 ag: human GPR151 activation. activation, % at 11.2 µM. actives 1% (n = 650,000). PathHunter beta-arrestin GPR151 cells, luminescence. AID 1508602; in the data active = activation above about 4.9%;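 also: 0% = median of compound wells and 100% = cells with positive control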
Starred values were filed as active, the others as inactive.

Preview (7 entries):
SMILES	FBW7 activator	MITF inh	TEAD-YAP inh	GPR151 ag
COc1ccc(NC(=O)CSc2nc3ncccc3[nH]2)cc1	0.5	15	-34	0.6
O=C(NCCO)c1cccc(-c2ccc(N3CCOCC3)nc2)n1	0.5	12	-5	-0.6
COC(=O)c1ccc(NC(=S)NCCc2ccc(OC)cc2)cc1	0.9	0	8	0.4
COc1ccc2ccccc2c1/C=N/NS(=O)(=O)c1ccccc1	0.1	11	0	-1.1
Cc1ccc2c(c1)C(c1ccccc1)N(C(=O)c1ccc([N+](=O)[O-])cc1)CC(=O)N2 (stereo not given)	-0.1	-4	16	1.0
COC(=O)[C@@H](C)NC(=O)CCc1nnc(C2CCCCC2)o1	0.3	9	-17	2.7
Cc1ccc(C2CC(C(F)(F)F)n3ncc(C(=O)Nc4cc(C)cc(C)c4)c3N2)cc1 (stereo not given)	0.1	24	-3	1.2

Main list, from the start:
SMILES	FBW7 activator	MITF inh	TEAD-YAP inh	GPR151 ag
COc1ccc(NC(=O)CSc2nc3ncccc3[nH]2)cc1	0.5	15	-34	0.6
O=C(NCCO)c1cccc(-c2ccc(N3CCOCC3)nc2)n1	0.5	12	-5	-0.6
COC(=O)c1ccc(NC(=S)NCCc2ccc(OC)cc2)cc1	0.9	0	8	0.4
COc1ccc2ccccc2c1/C=N/NS(=O)(=O)c1ccccc1	0.1	11	0	-1.1
Cc1ccc2c(c1)C(c1ccccc1)N(C(=O)c1ccc([N+](=O)[O-])cc1)CC(=O)N2 (stereo not given)	-0.1	-4	16	1.0
COC(=O)[C@@H](C)NC(=O)CCc1nnc(C2CCCCC2)o1	0.3	9	-17	2.7
Cc1ccc(C2CC(C(F)(F)F)n3ncc(C(=O)Nc4cc(C)cc(C)c4)c3N2)cc1 (stereo not given)	0.1	24	-3	1.2
COCCNC(=O)NC(=O)COC(=O)CN1C(=O)C2CC=CCC2C1=O (stereo not given)	0.1	-6	8	4.3
COc1cccc(CCc2nnc(CCC(=O)NC3CCCC3)o2)c1	0.2	-16	-11	-0.8
COc1ccccc1N1CCN(C2CC(=O)N(c3ccccc3)C2=O)CC1 (stereo not given)	0.1	15	2	0.2
COc1ccc(/C=N/Nc2nc(-c3ccc(OC)cc3)c(C)s2)cc1	-0.3	2	-2	-0.4
O=C(NCCC1CCCCN1S(=O)(=O)c1ccccc1)C(=O)Nc1cccc(F)c1 (stereo not given)	0.0	-3	-10	0.7
O=C1ON=C(c2ccccc2)/C1=C/c1ccco1	-0.4	15	5	-0.5
COc1ccc(-n2c(SCC(N)=O)nc3c(c2=O)SCC3)cc1	-0.1	0	0	0.3
Cc1ccc(CSC2=NS(=O)(=O)c3ccccc32)cc1	-0.1	-6	-5	0.6
Cc1cc(C)nc(SCC(=O)Nc2ccc(Br)cn2)n1	0.3	10	15	0.7
Cc1ccc(C)c(CC(=O)Nc2onc3c2CCCC3)c1	0.2	5	7	-0.6
Cc1ccccc1-c1nnn(CC(=O)Nc2ccc(F)cc2)n1	0.7	9	9	-0.1
Nc1nnc(CC(=O)N/N=C/c2ccc(Br)cc2)s1	-0.1	0	-9	3.2
Cc1nc2nc(SCC(=O)NCCN3CCOCC3)nn2c(C)c1Cc1ccccc1	0.0	-6	9	1.8

Already shown: 3 of the compounds above.
SMILES	FBW7 activator	MITF inh	TEAD-YAP inh	GPR151 ag
Cc1ccccc1-c1nnn(CC(=O)Nc2ccc(F)cc2)n1	0.7	9	9	-0.1
Nc1nnc(CC(=O)N/N=C/c2ccc(Br)cc2)s1	-0.1	0	-9	3.2
Cc1nc2nc(SCC(=O)NCCN3CCOCC3)nn2c(C)c1Cc1ccccc1	0.0	-6	9	1.8

Next part.
SMILES	FBW7 activator	MITF inh	TEAD-YAP inh	GPR151 ag
Nc1nnc(SCc2cccc(S(=O)(=O)N3CCOCC3)c2)s1	0.4	12	10	0.4
COC(=O)C1=CN(Cc2ccc(Cl)cc2)C=C(C(=O)OC)C1c1cccc(OC)c1	1.1	4	-2	0.5
COc1ccc2oc(/C=C/Nc3ccccc3)[n+](CCCS(=O)(=O)O)c2c1	0.1	-24	10	-1.3
C(/C=C/c1ccccc1)=N/Nc1nncn1/N=C\C=C\c1ccccc1	-0.5	3	-10	0.5
O=C1NC(=O)N(Cc2ccc(F)cc2)C(=O)/C1=C\c1ccc2c(c1)OCO2	-0.7	11	5	2.8
COc1ccc(OC)c(NC(=O)C2CCCN(S(=O)(=O)c3cccc4nonc34)C2)c1 (stereo not given)	0.0	-20	-10	-0.9
Cc1cc2ccccc2n1CCNC(=O)Cc1ccccc1	-0.2	14	8	-0.9
O=C(c1nc2sccn2c1CN1CCC(OCc2ccccc2)CC1)N1CCCCC1	-0.1	-2	-3	0.8
CCOc1cc(CO)cc(Br)c1OCc1ccccc1C#N	0.1	1	1	1.3
O=c1c(C=NCC2CCNCC2)c(-c2ccccc2)[nH]n1-c1ccc([N+](=O)[O-])cc1	-0.1	-26	-38	-2.3
CCCCOC(=O)c1ccc2c(c1)C(=O)N(c1ccc(C)c(Cl)c1)C2=O	0.8	17	-10	0.8
COc1cc(-c2cc(C#N)on2)ccc1O	-0.1	-8	8	2.3
COC(=O)c1ccc(NC(=S)NC(=O)COc2ccc(C)cc2)cc1	0.0	9	-6	-1.2
COc1ccc(S(=O)(=O)Oc2ccc(/C=C3\SC(N)=NC3=O)cc2)cc1	0.0	7	-2	0.1
NC1=NC(c2ccc(F)cc2)n2c(nc3ccccc32)N1 (stereo not given)	-0.1	-6	1	0.6
COc1cc(OC)c(OC)cc1/C=C1\N=C(c2ccc(Cl)cc2Cl)OC1=O	0.0	13	5	-0.2
COc1cc(Br)c(CN2CCCN(C)CC2)cc1OC	0.7	11	4	1.4
CCOC(=O)C1(C)NC(c2sccc2C)C2C(=O)N(c3cccc(OC)c3)C(=O)C21 (stereo not given)	0.1	0	3	0.1
CCN1C(=C2C(=O)c3ccccc3C2=O)C=Cc2cc(C)ccc21	0.1	9	-44	0.8
O=[N+]([O-])c1cccc(C2SCCN2S(=O)(=O)c2ccc3ccccc3c2)c1 (stereo not given)	-0.1	5	10	-0.8
CC1=NN(c2ccc(I)cc2)C(=O)/C1=C/C=C/c1ccco1	-0.1	11	1	0.1
COc1cc(S(=O)(=O)Nc2cccc(C(=O)O)c2)c(OC)cc1Cl	0.3	4	-2	-1.5
CC(=O)Oc1cccc(/C=c2\sc3nc(=O)c(Cc4ccccc4)nn3c2=O)c1	0.0	11	-3	-1.1
COc1ccc(CCNC(=O)c2cnc3ccc(C)cn3c2=O)cc1	0.8	13	0	-1.7
Cc1sc(NC(=O)Cc2ccc([N+](=O)[O-])cc2)c(C#N)c1-c1ccccc1	-0.2	-5	5	-0.5
CCN(C1=NC2CS(=O)(=O)CC2S1)c1ccc(OC)cc1 (stereo not given)	-0.7	12	0	1.4
Cc1ccc(-c2csc3ncnc(SCC(=O)O)c23)cc1	0.0	17	8	1.0
Cc1ccc(C2Nn3c(C)nnc3SC2C(=O)NCc2ccco2)cc1 (stereo not given)	0.1	13	-3	-1.0
CC(=O)N1CCN(C(=O)CN2N=C(c3ccccc3)Cn3c(cc4sccc43)C2=O)CC1	0.1	26	-8	-1.0
Cc1cc(Oc2nc3c(c(=O)n(C)c(=O)n3C)n2C)ccc1Cl	0.0	9	3	1.0

4 of these compounds, set out differently.
SMILES,FBW7 activator,MITF inh,TEAD-YAP inh,GPR151 ag
Cc1ccc(-c2csc3ncnc(SCC(=O)O)c23)cc1,0.0,17,8,1.0
Cc1ccc(C2Nn3c(C)nnc3SC2C(=O)NCc2ccco2)cc1 (stereo not given),0.1,13,-3,-1.0
CC(=O)N1CCN(C(=O)CN2N=C(c3ccccc3)Cn3c(cc4sccc43)C2=O)CC1,0.1,26,-8,-1.0
Cc1cc(Oc2nc3c(c(=O)n(C)c(=O)n3C)n2C)ccc1Cl,0.0,9,3,1.0

(continued)
SMILES	FBW7 activator	MITF inh	TEAD-YAP inh	GPR151 ag
O=C(O)c1cccc(-c2ccc(/C=c3/sc4nc5ccccc5n4c3=O)o2)c1	0.1	45	-6	-0.6
Cc1cccc(OCC(=O)Nc2cc(C(F)(F)F)ccc2Cl)c1	-0.2	-1	-2	0.2
Cc1ccc(OCC(=O)N/N=C/c2ccc(I)cc2)cc1	-0.1	-2	-1	4.5
O=C1c2ccc(Cl)cc2C(=O)N1c1cccc([N+](=O)[O-])c1	0.1	-10	-6	-0.5
CNC(=O)C1CCN(S(=O)(=O)c2ccc(F)cc2)CC1	-0.1	-2	-1	0.6
O=c1/c(=C\c2ccc(-c3ccc(Cl)cc3)o2)sc2nc3ccccc3n12	-0.1	1	4	0.2
O=C(NCCN1CCc2ccccc2C1)Nc1ccc(F)cc1	0.0	-11	-11	0.9
O=C(Cc1ccccc1)N1CCCCCC1	-0.1	-23	1	-1.1
CC(Cc1cccnc1)N1CCC(CO)(CCOc2ccccc2)CC1 (stereo not given)	-0.1	-2	10	-0.9
CCCS(=O)(=O)N1CCCC(c2nc(-c3ccc(OC)cc3)no2)C1 (stereo not given)	0.0	-11	6	-0.9
CC(C)(C)c1ccc(C(=O)Nc2ccc(NC(=O)c3ccc(Br)o3)cc2)cc1	0.1	-3	-6	0.7
O=C(Nc1c2c(nn1-c1ccc(F)cc1)CS(=O)(=O)C2)c1ccc(Cl)cc1Cl	-0.1	-2	0	0.7
NC(=O)CN1C(=O)C(O)(CC(=O)c2ccncc2)c2ccccc21 (stereo not given)	1.0	10	0	-1.5
COc1ccc(-c2nnc(SCC(N)=O)n2-c2cccc(C)c2C)cc1OC	-0.1	-8	-5	0.0
COc1ccc(-c2cc(C(=O)N(C)Cc3ccccc3)on2)cc1OC	-0.1	-5	-10	5.9*
CS(=O)(=O)N(CC(=O)NCc1ccc(Cl)cc1Cl)c1ccccc1	0.1	5	-11	-1.2
COc1ccc(S(=O)(=O)Nc2ccccc2OC)cc1I	-0.2	3	-11	-0.8
COc1cc(OC)cc(C(=O)Nc2ccc3c(c2)CCCN3S(=O)(=O)c2ccc(F)cc2)c1	0.1	8	5	-1.1
CCCOc1ccc(C(=O)CCC(=O)OCC(=O)Nc2ccc([N+](=O)[O-])cc2C#N)cc1	-0.1	12	-2	0.4
CSc1nc2ccc3nc(NC(=O)c4ccc(S(=O)(=O)N5CCc6ccccc6C5)cc4)sc3c2s1	0.8	10	8	0.1
CCc1ccc2nc(N3CCC(C(=O)NC(C)C)CC3)sc2c1	-0.2	-10	40*	0.9
Cc1ccc(N(C(=O)c2ccc(Cl)cc2Cl)c2nc(C(F)(F)F)c(-c3ccc(Cl)cc3)s2)c(C)c1	-0.2	4	7	2.2
CCOc1ccccc1NC(=O)c1c(NC(=O)C(C)Oc2cccc(Cl)c2)sc2c1CCC(C)C2 (stereo not given)	0.0	-5	7	-0.7
NC(=O)c1ccc(-c2cc(C(=O)NCc3cccnc3)ccn2)cc1	-0.1	-2	5	-1.7
N#CC1=C2SCC(O)(c3ccccc3)N2C(=O)CC1c1ccccc1Cl (stereo not given)	0.0	11	-18	0.1
Cc1c(N(C)S(=O)(=O)c2ccc(C3CCCCC3)cc2)c(=O)n(-c2ccccc2)n1C	0.0	11	12	0.2
CCOC(=O)N1CCN(S(=O)(=O)c2ccc(C(=O)Nc3ccc4c(c3)C(=O)N(C)C4=O)cc2)CC1	0.3	8	2	-0.3
O=c1ccnc2c1ccc1[nH]snc12	0.0	5	6	-1.8
COC(=O)c1ccc(Nc2nc(=O)c3cccnc3s2)cc1	0.7	25	-30	-1.3
CCOC(=O)c1ccc2ncc(C(=O)OCC)c(Nc3ccccc3CC)c2c1	0.4	6	-8	0.1
CCC(C)c1ccc(NC(=O)CSc2nnnn2-c2ccc(OC)cc2)cc1 (stereo not given)	1.2	13	6	5.6*

The order is random. Share with any hit: about 3.4%.
